Screening results from PubChem.
TGFb SMAD3 inh = TGF-b pathway inhibition; 410,000 tested, 1.2% active; AID 588855; Potency, µM (highest dose often 46.1 µM), inactives show at the top dose activity, negative = inhibition, most hits filed as inhibitors; HepG2 CAGA-GFP TGF-b/SMAD3 reporter, GFP fluorescence, 18 h; TGF-beta stimulated, 500 pg/mL final; further: potency means the concentration at half of the fitted maximal effect; on the % scale 0 is the no-effect control and ±100 the full control effect; nearly all actives have a fitted effect of over 65% in size
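Cell-based qHTS in HEPG2 carrying a CAGA-GFP Smad reporter; compounds added before 500 pg/mL final TGF-beta, 18 h incubation at 37 degrees C, GFP fluorescence quantified per cell by imaging cytometry.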
S2 tox = reduces viability in counter-screen for ATXN expression inhibitors; S2 cells (HEK-293 line with an ATXN2-luciferase reporter) viability, CellTiter-Fluor protease fluorescence, 24 h; Potency, µM (top dose mostly 56.7 µM), actives largely listed as cytotoxic; 400,000 tested, 0.49% active; AID 651635; further: potency means the concentration at half of the fitted maximal effect; nearly all actives have a fitted effect of over 40% in size
MCF10A rerep = inducers of DNA re-replication in MCF 10A breast cells. MCF 10A DNA re-replication, Hoechst nuclear intensity, 48 h. AID 624296. 350,000 tested, 2.9% active. Potency, µM (series often up to 46.1 µM), for the others: at the highest dose activity, positive = re-replication, actives largely listed as activators; further: potency means the concentration at half of the fitted maximal effect; % of control where 0% means no effect; nearly all actives have a fitted effect of over 50% in size
ATXN2 expr inh = inhibitors of ATXN2 expression. HEK-293 ATXN2-luciferase reporter, luminescence, 24 h. Potency, µM (series often up to 57 µM), without a hit: at the highest dose activity change, negative = inhibition, most hits filed as inhibitors. 360,000 tested, 0.72% active. AID 1745845; further: potency means the concentration at half of the fitted maximal effect; on the % scale 0 is the no-effect control and ±100 the full control effect; nearly all actives have a fitted effect of over 55% in size
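ATXN2-luciferase reporter cells (luciferase flanked by upstream and downstream ATXN2 gene portions) were treated 24 h at 37 °C with compounds at up to 57 uM. SteadyGlo luminescence gave expression; GF-AFC fluorescence gave viability.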
IL-1B inflam inh = blocks inflammasome-driven IL-1 beta release; THP-1 LPS/ATP IL-1B secretion, AlphaLISA, 16 h; active compounds read low; activity change, % at 57.5 µM; 360,000 tested, 4.7% active; AID 743279; in the data active means activity change below about -50%; inconclusive means mostly about -30% to -49%; further: on the % scale 0 is the no-effect control and ±100 the full control effect
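Secreted IL-1B measured by AlphaLISA bead assay after 16 h compound exposure of THP-1 cells; compounds (final up to 57.5 uM) added 1 h before LPS (250 ng/mL) and ATP (1.25 mM) stimulation; lower signal means less secretion.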
Nrf2 inh = inhibitors of Nrf2 signaling. Potency, µM (series often up to 46 µM), for the others: at the top dose activity change, negative = inhibition, usual class: inhibitors. A549 ARE-Fluc reporter, luciferase luminescence, 18-24 h. 360,000 tested, 2.1% active. AID 504444; further: potency means the concentration at half of the fitted maximal effect; on the % scale 0 is the no-effect control and ±100 the full control effect; nearly all actives have a fitted effect of over 60% in size
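Nrf2 function is reported as luminescence of an ARE-controlled luciferase in A549 cells. Compounds were tested at several concentrations, and a CellTiter-Fluor read on the same wells flagged cytotoxicity.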
Nrf2 activator = activates Nrf2 signaling; Potency, µM (titrated, usually from 46.1 µM), for inactives: top-dose activation, actives largely listed as activators; 410,000 tested, 0.31% active; AREc32 ARE-luciferase reporter (MCF7-derived line), luminescence, 24 h; further: potency means the concentration at half of the fitted maximal effect; % of control where 0% means no effect; nearly all actives have a fitted effect of over 65% in size
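AREc32 cells carrying an ARE-driven firefly luciferase reporter were seeded at 1000 cells/well in OPTI-MEM with 5% FBS, then exposed to compound for 24 hr at 37 deg C. Luminescence was read with Steady-Glo after 30 min at RT.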
A549 viability = counter-screen for Nrf2 inhibitors: cytotoxicity in A549 cells. A549 ARE-Fluc cells, CellTiter-Fluor viability, 18-24 h. Potency, µM (titrated, usually from 46 µM), for inactives: at the top dose activity change, negative = cytotoxicity, usual class: inhibitors. 390,000 tested, 0.16% active. AID 504648; further: potency means the concentration at half of the fitted maximal effect; on the % scale 0 is the no-effect control and ±100 the full control effect
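Cytotoxicity counterscreen: CellTiter-Fluor fluorescence was measured in A549 ARE_Fluc cells after 18-24 h of compound exposure in a concentration series. The subsequent BugLite luminescent read reports ARE-luciferase activity.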
HepG2 viability = HepG2 cytotoxicity, counter-screen for TGF-b inhibitors | HepG2 CAGA-GFP viability, ATP luminescence, 18 h | Potency, µM (titrated, usually from 46.1 µM), for the others: at the highest dose activity change, negative = cytotoxicity, usual class: cytotoxic | 410,000 tested, 0.76% active | AID 588856; further: potency means the concentration at half of the fitted maximal effect; some results filed as inactive show a strong effect at the top dose
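HepG2 CAGA-GFP cells (1000/well, DMEM with 1% FBS) received compound, then TGF-beta at 500 pg/mL final, and were incubated 18 hours at 37 degrees C. Viability was read by CellTiter-Glo luminescence. Media-only wells were set as complete cell-killing and DMSO as no toxicity.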
* marks the source's active call; other numbers are inactive results; [ ] = another dose, or the depositor's remark. Unless noted, the call rests on the fitted dose curve; in most records, active means well fitted curve in the direction sought with a large enough effect; inconclusive means small, poorly fitted or top-dose-only effect, or another doubt; inactive means no such curve, though single readings can be large; an effect the other way counts as inactive or inconclusive.

Results for CCOC(=O)[C@@H]1[C@H]2COc3ccccc3[C@@H]2N2C(=O)N(c3ccccc3)C(=O)[C@]12C ?
TGFb SMAD3 inh: 0%; S2 tox: inactive; MCF10A rerep: -2%; ATXN2 expr inh: 1%; IL-1B inflam inh: -4; Nrf2 inh: 2%; Nrf2 activator: -1.5%; A549 viability: -6%; HepG2 viability: -3%

What do the screens show for `Nc1c(N2CCCCC2)c2ccccc2oc1=O`?
TGFb SMAD3 inh: 0%; S2 tox: inactive; MCF10A rerep: -6%; ATXN2 expr inh: -23%[11.3 µM]; IL-1B inflam inh: 2; Nrf2 inh: -4%; Nrf2 activator: 0.0%; A549 viability: 1%; HepG2 viability: -2%

How did COCCCNc1nc(-c2ccc(Cl)cc2)nc2ccccc12 do in these assays?
TGFb SMAD3 inh: 4%; S2 tox: inactive; MCF10A rerep: 10%; ATXN2 expr inh: -4%; IL-1B inflam inh: inconclusive; Nrf2 inh: inconclusive; Nrf2 activator: 2.1%; A549 viability: 6%; HepG2 viability: -18%

How did COC(=O)c1cc2ccccc2c(-c2c(OC)c(C(=O)OC)cc3ccccc23)c1OC do in these assays?
TGFb SMAD3 inh: inconclusive; S2 tox: inactive; MCF10A rerep: inconclusive; ATXN2 expr inh: -26%; IL-1B inflam inh: -13; Nrf2 inh: inconclusive; Nrf2 activator: 3.5%; A549 viability: inconclusive; HepG2 viability: -18%

Results for COC(=O)c1c(C)nc(C)c(C(=O)OC)c1-c1ccc(OC)c(OC)c1 ?
TGFb SMAD3 inh: -2%; S2 tox: inactive; MCF10A rerep: 13%; ATXN2 expr inh: 10%; IL-1B inflam inh: 3; Nrf2 inh: 24%; Nrf2 activator: -0.3%; A549 viability: 3%; HepG2 viability: -11%

How did CN(C(=O)c1ccc2c(=O)n3c(nc2c1)CCCCC3)c1ccccc1F do in these assays?
TGFb SMAD3 inh: -2%; S2 tox: inactive; MCF10A rerep: 2%; ATXN2 expr inh: 4%; IL-1B inflam inh: 28; Nrf2 inh: -4%; Nrf2 activator: 0.4%; A549 viability: 11%; HepG2 viability: -81%

What do the screens show for `NS(=O)(=O)c1ccc(CCNc2ccccc2[N+](=O)[O-])cc1`?
TGFb SMAD3 inh: -3%; S2 tox: inactive; MCF10A rerep: -29%; ATXN2 expr inh: 8%; IL-1B inflam inh: inconclusive; Nrf2 inh: 11%; Nrf2 activator: 3.9%; A549 viability: -3%; HepG2 viability: -13%

How did CCOc1ccccc1N1CCN(Cc2cccc(OC)c2O)CC1 do in these assays?
TGFb SMAD3 inh: -24%; S2 tox: inactive; MCF10A rerep: 22%; ATXN2 expr inh: -5%; IL-1B inflam inh: 18; Nrf2 inh: 11%; Nrf2 activator: -0.3%; A549 viability: 2%; HepG2 viability: 7%

Results for COc1ccccc1CNC(=O)C1CCC1 ?
TGFb SMAD3 inh: 5%; S2 tox: inactive; MCF10A rerep: 1%; ATXN2 expr inh: -3%; IL-1B inflam inh: 28; Nrf2 inh: 9%; Nrf2 activator: 0.1%; A549 viability: 2%; HepG2 viability: 4%

Results for Cc1ccc(NC(=O)COc2coc(CN3CCN(c4ccccc4)CC3)cc2=O)cc1 ?
TGFb SMAD3 inh: 5%; S2 tox: inactive; MCF10A rerep: 7%; ATXN2 expr inh: -4%; IL-1B inflam inh: 13; Nrf2 inh: -19%; Nrf2 activator: -0.7%; A549 viability: 4%; HepG2 viability: -1%

What do the screens show for `CC(C)(C)N1CC(C(=O)Nc2ccc(S(=O)(=O)N3CCCCC3)cc2)CC1=O` (stereo unspecified)?
TGFb SMAD3 inh: 3%; S2 tox: inactive; MCF10A rerep: 7%; ATXN2 expr inh: -21%; IL-1B inflam inh: -11; Nrf2 inh: inconclusive; Nrf2 activator: -0.2%; A549 viability: 2%; HepG2 viability: 0%

What do the screens show for `Cc1ccc2nc(-c3ccc(NC(=S)NC4CC(C)(C)NC(C)(C)C4)cc3)sc2c1`?
TGFb SMAD3 inh: inconclusive; S2 tox: inconclusive; MCF10A rerep: 29µM*; ATXN2 expr inh: 7%; IL-1B inflam inh: -97*; Nrf2 inh: inconclusive; Nrf2 activator: -2.1%; A549 viability: 2%; HepG2 viability: 13µM*

Results for COc1ccc(NC(=O)c2ccco2)cc1NC(=O)c1cccc(F)c1 ?
TGFb SMAD3 inh: -3%; S2 tox: inactive; MCF10A rerep: 2%; ATXN2 expr inh: 2%; IL-1B inflam inh: -6; Nrf2 inh: -12%; Nrf2 activator: 4.3%; A549 viability: -3%; HepG2 viability: -3%

Results for O=C(Nc1ccccn1)C1CCN(C(=O)c2ccc(Cl)cc2)CC1 ?
TGFb SMAD3 inh: -3%; S2 tox: inactive; IL-1B inflam inh: 30; Nrf2 activator: -0.1%; HepG2 viability: 7%

What do the screens show for `CN(C)c1nc(C=C(C#N)C#N)c(Cl)n1-c1ccc(F)cc1`?
TGFb SMAD3 inh: 5µM*; S2 tox: 22µM*; MCF10A rerep: inconclusive; ATXN2 expr inh: inconclusive; IL-1B inflam inh: -97*; Nrf2 inh: -139%; Nrf2 activator: inconclusive; A549 viability: inconclusive; HepG2 viability: 8.9µM*

Results for CCN(CC)c1ccc(NC(=O)c2ccco2)c(C)c1 ?
TGFb SMAD3 inh: 1%; S2 tox: inactive; MCF10A rerep: -5%; ATXN2 expr inh: 18%; IL-1B inflam inh: -11; Nrf2 inh: 13%; Nrf2 activator: 0.4%; A549 viability: -8%; HepG2 viability: -2%

Results for CCC(c1nnnn1Cc1ccco1)N1CCN(C(=O)c2ccco2)CC1 (stereo unspecified) ?
TGFb SMAD3 inh: 4%; S2 tox: inactive; MCF10A rerep: 0%; ATXN2 expr inh: -13%; IL-1B inflam inh: 5; Nrf2 inh: -11%; Nrf2 activator: 0.1%; A549 viability: -5%; HepG2 viability: -8%

Results for C=CCNc1nnc(Cc2ccc(C(C)C)cc2)c(=O)[nH]1 ?
TGFb SMAD3 inh: -18%; S2 tox: inactive; MCF10A rerep: inconclusive; ATXN2 expr inh: 1%; IL-1B inflam inh: 6; Nrf2 inh: 2%; Nrf2 activator: 1.1%; A549 viability: 0%; HepG2 viability: -18%

What do the screens show for `CCc1nc2c(n1O)CCc1nonc1-2`?
TGFb SMAD3 inh: -8%; S2 tox: inactive; MCF10A rerep: -4%; ATXN2 expr inh: 1%; IL-1B inflam inh: 1; Nrf2 inh: 3%; Nrf2 activator: 0.5%; A549 viability: -6%; HepG2 viability: -19%

What do the screens show for `CCOc1cc(/C=C2/C(=N)N3C(=NC2=O)SN=C3S(=O)(=O)C(C)C)ccc1OC(=O)c1ccco1`?
TGFb SMAD3 inh: 24%; S2 tox: inactive; MCF10A rerep: 2%; ATXN2 expr inh: 12%; IL-1B inflam inh: -3; Nrf2 inh: 4%; Nrf2 activator: 4.0%; A549 viability: 5%; HepG2 viability: 3%

How did Cc1ccc(-c2cc(C(=O)Nc3c(C#N)cnn3C)no2)cc1 do in these assays?
TGFb SMAD3 inh: -11%; S2 tox: inactive; MCF10A rerep: -6%; ATXN2 expr inh: 25%; IL-1B inflam inh: 19; Nrf2 inh: inconclusive; Nrf2 activator: 0.1%; A549 viability: 1%; HepG2 viability: -6%

What do the screens show for `Cc1cc(C)cc(N(CC(=O)NC2CCCCC2)C(=O)CNC(=O)c2ccco2)c1`?
TGFb SMAD3 inh: -1%; S2 tox: inactive; MCF10A rerep: 0%; ATXN2 expr inh: -8%; IL-1B inflam inh: -1; Nrf2 inh: 3%; Nrf2 activator: 0.0%; A549 viability: -7%; HepG2 viability: 2%

How did COc1ccccc1N(CN1CCCC1=O)C(=O)c1c(F)cccc1Cl do in these assays?
TGFb SMAD3 inh: 12%; S2 tox: inactive; MCF10A rerep: 11%; ATXN2 expr inh: -6%; IL-1B inflam inh: 11; Nrf2 inh: 0%; Nrf2 activator: 0.0%; A549 viability: 7%; HepG2 viability: 0%

What do the screens show for `O=C(Nc1ccc(N2CCN(C(=O)c3cccs3)CC2)cc1)c1cccc(F)c1`?
TGFb SMAD3 inh: -7%; S2 tox: inactive; MCF10A rerep: inconclusive; ATXN2 expr inh: -33%; IL-1B inflam inh: -89*; Nrf2 inh: inconclusive; Nrf2 activator: -0.6%; A549 viability: 7%; HepG2 viability: -7%

How did Cc1ccc(SSc2cc(C)ccc2N)c(N)c1 do in these assays?
TGFb SMAD3 inh: inconclusive; MCF10A rerep: inconclusive; ATXN2 expr inh: inconclusive; IL-1B inflam inh: -108*; Nrf2 inh: inconclusive; Nrf2 activator: 6.8%; A549 viability: 4%; HepG2 viability: -65%

What do the screens show for `Cc1ccc(C)c(C(C)NC(=O)Cc2cccs2)c1` (stereo unspecified)?
TGFb SMAD3 inh: -16%; S2 tox: inconclusive; MCF10A rerep: 9%; ATXN2 expr inh: 6%; IL-1B inflam inh: 13; Nrf2 inh: 3%; Nrf2 activator: 0.7%; A549 viability: 1%; HepG2 viability: -5%

Results for Cc1ccc(-c2nn(C)c(=O)c3ccccc23)cc1CNC(=O)CN1CCOCC1 ?
TGFb SMAD3 inh: -1%; S2 tox: inactive; MCF10A rerep: 1%; ATXN2 expr inh: -10%; IL-1B inflam inh: -10; Nrf2 inh: -15%; Nrf2 activator: -0.5%; A549 viability: -6%; HepG2 viability: 4%

How did CCCN1C(=O)/C(=N\OCC(=O)NC23CC4CC(CC(C4)C2)C3)c2ccccc21 do in these assays?
TGFb SMAD3 inh: -2%; S2 tox: inactive; MCF10A rerep: 30%; ATXN2 expr inh: 3%; IL-1B inflam inh: -4; Nrf2 inh: -25%; Nrf2 activator: 7.6%; A549 viability: 0%; HepG2 viability: -11%
